# V-ATPase pHluor: regulators of yeast V-ATPase proton transport. S. cerevisiae, pHLuorin cytosolic pH fluorescence. response, % at 10 µM. actives 0.37% (n = 350,000); in the data active means response mostly above about 7.3%, no sharp cut-off; inactive means mostly below about 5.4%; further: actives read high; inactives centre near 0; some compounds called inactive have numbers as strong as hits; reference of the scale not given here
# DAGLB inh: blocks human DAGLB lipase activity; inhibition, % at 5.17 µM; Q8NCG7; HEK293T DAGLB membrane lysate, EnzChek fluorogenic substrate; AID 504411; actives 0.059% (n = 340,000); in the data active means inhibition above about 34%;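 further: 0% = enzyme with vehicle and 100% = wells lacking enzyme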
# OPRM1-OPRD1 inv: mu-delta opioid heterodimer inverse agonism. P35372+P41143. cell-based MOR-DOR heterodimer luminescence. inhibition, % at 9.3 µM. actives 0.21% (n = 340,000). AID 504357; in the data active means inhibition above about 22%, passing the limit was not always enough;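 further: 0% = cells with DMSO and 100% = wells without cells with DMSO; values of inactives mirror those of a sister screen read the other way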
# HTR5A ag ctr: HTR5A agonism, opioid heterodimer counter-screen. HTR5A agonist assay, luminescence, cell-based. activation, % at 9.3 µM. AID 504692. actives 0.61% (n = 340,000). P47898; in the data active means activation mostly above about 9.5%, no sharp cut-off; inactive means mostly below about 7.6%;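 further: 0% = cells with vehicle only and 100% = reference agonist; strong numbers were not always called active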
# Target sequence (P47898 whole entry, looked up): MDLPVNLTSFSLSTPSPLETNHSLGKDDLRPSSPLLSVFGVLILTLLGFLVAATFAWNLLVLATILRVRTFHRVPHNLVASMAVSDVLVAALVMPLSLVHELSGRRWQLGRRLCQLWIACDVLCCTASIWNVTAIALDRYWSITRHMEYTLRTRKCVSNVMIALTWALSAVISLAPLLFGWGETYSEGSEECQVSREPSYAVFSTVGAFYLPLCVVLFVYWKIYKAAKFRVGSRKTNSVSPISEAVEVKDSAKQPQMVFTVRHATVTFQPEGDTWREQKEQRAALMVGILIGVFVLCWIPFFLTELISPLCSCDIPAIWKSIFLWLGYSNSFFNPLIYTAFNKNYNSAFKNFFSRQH
# PKA-R1A activ: activators of PKA-R1A complex | PKA-R1A dissociation, Cy5-IP20 fluorescence polarization; scaled: DMSO 0%, 113 µM cGMP 100% | activation, % at 11.4 µM | actives 0.083% (n = 340,000);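 active means percent activation above the mean of all tested compounds plus 3 SD, cut at about 19% in these data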;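 further: higher means more PKAc released from R1A so a rise in polarization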
# Arrestin-AP2 inh: blocks beta-arrestin peptide binding to AP2 adaptin | FITC-arrestin peptide / GST-AP2 beads, flow cytometry; AP2 beta2 appendage carries R879A mutation | inhibition, % at 10 µM | actives 0.31% (n = 340,000) | AID 504490;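 active means inhibition above a set limit, near 3 SD of compounds lacking own fluorescence, cut at about 54% in these data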;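 further: plate controls were DMSO wells for no effect and 5 µM unlabelled arrestin peptide for full effect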
#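 system = GST-tagged AP2 beta2-adaptin appendage (R879A) on 4 µm glutathione beads | reagent = FITC-labelled arrestin peptide probe, 50 nM final | schedule = compound with beads 12 min RT, then probe 1 h RT | signal = HyperCyt-sampled flow cytometry, FL1 channel, ex 488/em 535 nm | read-out = percent response from loss of bead-bound FITC fluorescence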
# PKA-R2B act: activates the human PKA-R2B holoenzyme complex; P22694+P31323; activation, % at 11.4 µM; actives 0.079% (n = 340,000); AID 504700; PKA-R2B holoenzyme dissociation, Cy5-IP20 fluorescence polarization; R2B truncated from residue 108, S112A mutant; 0% DMSO only, 100% 113 µM cGMP;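 active means activation above a cutoff set at the mean over all compounds plus 3 SD, cut at about 18% in these data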;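 further: higher means more holoenzyme dissociation and a rise in polarization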
# Target sequence (P31323 whole entry, looked up, other chains not shown, the tested form may be a part): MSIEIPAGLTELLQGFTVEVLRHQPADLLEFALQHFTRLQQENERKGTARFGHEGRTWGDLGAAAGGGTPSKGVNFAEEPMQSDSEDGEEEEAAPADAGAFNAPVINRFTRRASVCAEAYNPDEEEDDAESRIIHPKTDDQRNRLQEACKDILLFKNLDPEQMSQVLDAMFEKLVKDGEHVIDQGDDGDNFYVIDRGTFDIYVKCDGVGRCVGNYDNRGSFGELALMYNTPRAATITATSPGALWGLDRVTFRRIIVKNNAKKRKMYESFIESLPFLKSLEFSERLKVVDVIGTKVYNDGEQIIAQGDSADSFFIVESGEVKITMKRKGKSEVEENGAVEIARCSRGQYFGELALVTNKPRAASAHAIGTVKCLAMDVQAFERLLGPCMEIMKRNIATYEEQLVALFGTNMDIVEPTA
# Pemphigus Ab inh: blocks pemphigus antibody binding to human desmoglein-3 | actives 0.48% (n = 310,000) | P32926 | DSG3-coupled beads, scFv-anti-DSG3-GFP binding, flow cytometry; active compounds read low | binding (percent of control), % at 10 µM;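 active means binding more than 3 SD below its plate's average and above zero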;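 further: hits lower antibody fragment binding to DSG3; some compounds called inactive have numbers as strong as hits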
# MOR-DOR ag: agonists of human mu-delta opioid receptor heterodimerization; cells, OPRM1-OPRD1 heterodimerization, luminescence; activation, % at 9.3 µM; actives 0.3% (n = 340,000); in the data active means activation above about 18%;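 further: 0% = vehicle-treated cells and 100% = reference agonist; values of inactives mirror those of a sister screen read the other way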
# HTR5A inv ag: counter-screen for OPRM1-OPRD1 inverse agonists: human HTR5A inverse agonism. HTR5A cell line, luminescence. actives 0.083% (n = 340,000). P47898. AID 504634. inhibition, % at 9.3 µM; in the data active means inhibition mostly above about 23%, no sharp cut-off; inactive means mostly below about 18%;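 further: 0% = cells with DMSO and 100% = no-cell wells with DMSO; some compounds called inactive have numbers as strong as hits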
# Numbers without * were called inactive; · = no result given.
SMILES,V-ATPase pHluor,DAGLB inh,OPRM1-OPRD1 inv,HTR5A ag ctr,PKA-R1A activ,Arrestin-AP2 inh,PKA-R2B act,Pemphigus Ab inh,MOR-DOR ag,HTR5A inv ag
CCN(CC(=O)NCCc1ccc(F)cc1)Cc1nc2ccccc2c(=O)[nH]1,-1,1,7,-3,-6,5,-3,95,-1.4,12
CCN1C(C#N)=C(C#N)N=C(C)CC1(C)C,-1,-1,9,3,-6,-21,-12,112,-1.7,-7
CNC(=O)N(O)C1N(/N=C/c2c(F)cccc2Cl)C(=S)SC1(C)C (stereo unspecified),2,0,10,3,-6,7,3,107,-2.1,-12
C[C@@H]1CN([C@H](C)CO)C(=O)CCCn2cc(nn2)CO[C@H]1CN(C)C(=O)Nc1ccc(C(F)(F)F)cc1,1,-2,·,·,-3,·,-4,98,·,·
O=C(CCn1nc(-c2ccccc2)c2ccccc2c1=O)Nc1cccnc1,1,-1,-5,-3,-9,1,7,81,0.8,9
CCOc1cccc(C2C(C#N)=C(N)Oc3cc(C)oc(=O)c32)c1OCC (stereo unspecified),0,-2,8,-6,-11,6,-8,104,-1.4,-17
Cc1n[nH]c(=O)nc1NCc1ccccc1Cl,0,0,6,-5,-9,-9,-2,110,-1.1,12
COc1cc(/C=N/n2c(COc3ccccc3)n[nH]c2=S)cc(Br)c1O,-2,6,10,5,-2,2,-5,100,-2.1,-19
Cc1nn(-c2ccccc2)c(N)c1C1(O)C(=O)N(C(C)C)c2ccccc21 (stereo unspecified),1,-1,6,0,-3,-1,-7,95,-1.1,9
CSC(=NNC(=O)c1ccccc1O)SC,-2,-2,12,5,-6,-6,-4,94,-2.1,14
O=C(CN1C(=O)CCS(=O)(=O)c2ccccc21)NCCc1ccccc1,-1,0,11,-1,-17,-13,-14,·,-2.0,-8
Cn1c(CN2CCN(C(=O)c3ccccc3)CC2)nc2cc([N+](=O)[O-])ccc21,-2,1,0,-2,-14,-8,-4,101,0.0,-12
Cc1ccc2nc(SCc3nnc(-c4ccccc4Br)o3)[nH]c2c1,-1,-6,11,-1,-10,0,-7,·,-2.0,2
CCOC(=O)c1c(NC(=O)CSc2nnnn2C)sc(C)c1C,2,1,4,0,-4,0,-6,99,-0.6,2
O=C(c1cccs1)N1N=C(c2ccccc2)CC1c1ccc(O)cc1 (stereo unspecified),2,-3,-17,6,7,12,-4,105,3.2,-16
Cc1ccccc1Nc1nc(CSc2nnc(-c3ccoc3C)n2C)cs1,-3,2,0,-2,-7,-1,-6,98,0.0,4
COc1ccc(-c2cnnn2-c2ccc(N)cc2)cc1OC,-3,2,10,2,-17,20,6,101,-1.9,-45
O=C1c2ccccc2C(=O)N1CCSc1ccccc1,-4,-14,-6,3,-5,10,-4,92,1.4,-8
CC(=O)Nc1cccc(C(=O)Nc2ccc(S(=O)(=O)NC3=NCCCCC3)cc2)c1,-2,3,20,-4,-13,4,-2,94,-3.8,-1
COc1nc(-c2ccccc2)ccc1-c1noc(C)n1,-7,-3,15,6,3,13,-3,97,-3.1,-16
Cn1c(COc2cccc3cccnc23)nnc1SCC(=O)O,6,0,7,5,-6,14,2,103,-1.4,-4
Cc1nc(-c2ccccc2)sc1C(=O)/C=C/c1ccccc1,1,1,4,3,-10,7,5,100,-0.7,-8
ClCc1nnc(-c2cc3c(s2)CCCC3)o1,-3,-6,9,0,-16,-13,-26,96,-2.0,1
Cc1nn(C)c(C(=O)Nc2cccc(Nc3ccccc3)c2)c1[N+](=O)[O-],0,7,8,-1,2,-2,-3,·,-1.4,5
COc1ccc(OCc2nnc(SC3CCOC3=O)n2-c2ccccc2)cc1 (stereo unspecified),-2,-3,11,-1,-5,-9,0,101,-1.9,5

# 12 entries from above in another layout:
canonical_smiles	V-ATPase pHluor	DAGLB inh	OPRM1-OPRD1 inv	HTR5A ag ctr	PKA-R1A activ	Arrestin-AP2 inh	PKA-R2B act	Pemphigus Ab inh	MOR-DOR ag	HTR5A inv ag
CCN(CC(=O)NCCc1ccc(F)cc1)Cc1nc2ccccc2c(=O)[nH]1	-1	1	7	-3	-6	5	-3	95	-1.4	12
CCN1C(C#N)=C(C#N)N=C(C)CC1(C)C	-1	-1	9	3	-6	-21	-12	112	-1.7	-7
CNC(=O)N(O)C1N(/N=C/c2c(F)cccc2Cl)C(=S)SC1(C)C (stereo unspecified)	2	0	10	3	-6	7	3	107	-2.1	-12
C[C@@H]1CN([C@H](C)CO)C(=O)CCCn2cc(nn2)CO[C@H]1CN(C)C(=O)Nc1ccc(C(F)(F)F)cc1	1	-2	·	·	-3	·	-4	98	·	·
O=C(CCn1nc(-c2ccccc2)c2ccccc2c1=O)Nc1cccnc1	1	-1	-5	-3	-9	1	7	81	0.8	9
CCOc1cccc(C2C(C#N)=C(N)Oc3cc(C)oc(=O)c32)c1OCC (stereo unspecified)	0	-2	8	-6	-11	6	-8	104	-1.4	-17
Cc1n[nH]c(=O)nc1NCc1ccccc1Cl	0	0	6	-5	-9	-9	-2	110	-1.1	12
COc1cc(/C=N/n2c(COc3ccccc3)n[nH]c2=S)cc(Br)c1O	-2	6	10	5	-2	2	-5	100	-2.1	-19
Cc1nn(-c2ccccc2)c(N)c1C1(O)C(=O)N(C(C)C)c2ccccc21 (stereo unspecified)	1	-1	6	0	-3	-1	-7	95	-1.1	9
CSC(=NNC(=O)c1ccccc1O)SC	-2	-2	12	5	-6	-6	-4	94	-2.1	14
O=C(CN1C(=O)CCS(=O)(=O)c2ccccc21)NCCc1ccccc1	-1	0	11	-1	-17	-13	-14	·	-2.0	-8
Cn1c(CN2CCN(C(=O)c3ccccc3)CC2)nc2cc([N+](=O)[O-])ccc21	-2	1	0	-2	-14	-8	-4	101	0.0	-12

# Some of the entries above in another layout.
smiles	V-ATPase pHluor	DAGLB inh	OPRM1-OPRD1 inv	HTR5A ag ctr	PKA-R1A activ	Arrestin-AP2 inh	PKA-R2B act	Pemphigus Ab inh	MOR-DOR ag	HTR5A inv ag
Cc1nc(-c2ccccc2)sc1C(=O)/C=C/c1ccccc1	1	1	4	3	-10	7	5	100	-0.7	-8
ClCc1nnc(-c2cc3c(s2)CCCC3)o1	-3	-6	9	0	-16	-13	-26	96	-2.0	1

# Remaining list, next part
SMILES,V-ATPase pHluor,DAGLB inh,OPRM1-OPRD1 inv,HTR5A ag ctr,PKA-R1A activ,Arrestin-AP2 inh,PKA-R2B act,Pemphigus Ab inh,MOR-DOR ag,HTR5A inv ag
COc1cc2ccccc2cc1C(=O)NCc1ccncc1,2,0,15,-2,-3,0,3,·,-3.0,12
Cc1n[nH]c(=S)n1/N=C/c1ccccc1OCc1ccc(Cl)cc1,6,-4,6,-7,-9,-1,-2,100,-1.2,16
COC(=O)c1ccc(-n2ccnc2)cc1,1,1,22,-1,-8,-1,0,104,-4.6,4
Cc1ccc(S(=O)(=O)N(C)C)cc1NC(=O)COC(=O)C1CC(=O)N(c2ccc3c(c2)OCCO3)C1 (stereo unspecified),-1,2,7,7,13,29,-1,99,-1.3,13
CCCCCOc1ccc(NC(=O)C2OC3OC(C)(C)OC3C3OC(C)(C)OC23)cc1 (stereo unspecified),0,-1,18,1,-4,107*,10,85,-3.5,5
CC[C@]12c3[nH]c4ccccc4c3CCN1C(=O)C(CC(=O)NCCCn1ccnc1)C[C@@H]2C(=O)N1CCN(C(=O)c2ccco2)CC1 (stereo partly specified),1,-2,14,0,-4,31,3,102,-3.0,1
Cc1cc(=O)[nH]c(SCC(=O)NC2CCCc3ccccc32)n1 (stereo unspecified),7,2,9,-2,10,-7,-3,92,-1.8,5
CCC(=O)Nc1nc2ccc(NC(=O)COc3ccccc3)cc2s1,-3,0,10,0,5,-7,3,107,-1.9,-20
CCCCN(CCCC)CCNC(=O)CNC(=O)c1cccs1,-4,-2,8,1,-5,-9,-10,128,-1.4,7
NC(=O)COC(=O)C12CC3CC(CC(O)(C3)C1)C2,2,-2,5,-2,7,4,-4,103,-0.8,6
CCN(CC)S(=O)(=O)c1ccc(C(=O)NCCSc2c[nH]c3ccccc23)cc1,-1,2,4,6,2,0,4,99,-0.7,-18
CCc1c(O)nc(SCC(=O)Nc2ccc(Cl)cc2)n(-c2ccccc2)c1=O,2,3,·,·,-4,·,-3,107,·,·
Cc1ccc(-n2cc(-c3ccccc3)c3c(NN4CCOCC4)ncnc32)cc1,3,0,1,7,1,-9,7,118,-0.3,-10
Cc1c(N=C2SC(CC(=O)Nc3ccccc3)C(=O)N2CCN2CCOCC2)c(=O)n(-c2ccccc2)n1C (stereo unspecified),-3,-1,-18,2,-6,-8,2,119,3.2,-4
O=C(Cc1ccc(Cl)cc1)NNC(=O)C(=O)NC1CCCCC1,1,-1,12,-2,1,-3,2,·,-2.4,6
O=c1cc(-c2ccccc2Cl)c2c([nH]1)CCC2,-1,-1,3,-4,-3,-8,0,102,-0.6,7
Cc1ccc(SCCC(=O)N/N=C/c2cccnc2)cc1,7,-1,13,2,3,38,-1,99,-2.9,-5
O=C(O)CCCC(=O)Nc1ccccc1Oc1ccccc1,0,-1,9,0,1,0,4,110,-1.7,10
c1ccc2cc(C3CCCCC3)ncc2c1,-2,-8,-26,3,0,0,0,95,4.8,-33
Cc1ccccc1Oc1ccc2c(c1)[C@@H]1C[C@H](N(C)C(=O)c3ccco3)[C@H]([C@H](C)O)C(=O)N1CC2,-1,2,·,·,4,·,-2,·,·,·
COc1ccc(COc2ccccc2C(=O)NCc2ccccc2)cc1F,-1,-7,-4,4,-6,0,-1,102,0.8,-14
CCn1cc(C(=O)NCCCOC(C)C)c2cc(OC)c(OC)cc2c1=O,2,-3,-2,0,-7,18,-1,102,0.4,11
CCOc1cccc2sc(=NC(=O)c3ccco3)n(CC(=O)OC)c12,-2,-1,12,-1,1,30,7,89,-2.3,12
CSc1nnc(C)c(=O)n1COC(=O)COc1ccc(Cl)cc1Cl,1,2,10,5,-1,17,-4,94,-2.0,-1
CSCCC(NC(=O)c1ccco1)C(=O)N1CCN(c2ccccc2O)CC1 (stereo unspecified),-2,0,18,8,-5,-8,4,·,-4.5,-21
Cc1ccc(NC2CC(=O)N(CCc3ccccc3)C2=O)cc1 (stereo unspecified),-4,-1,-2,0,-6,-7,1,104,0.4,-4
Cc1csc(NC(=O)CN2C(=O)COc3ccc(Cl)cc32)n1,3,3,0,-3,2,-2,-2,95,0.0,7

# High-throughput results from PubChem BioAssay.
